Tau ThT inhib: blocks human tau fibril formation measured by thioflavin T; P10636; recombinant tau K18 P301L (four-repeat tau fragment), heparin-induced fibrillization, ThT fluorescence; Potency, µM (top dose mostly 57.4 µM), inactives show at the top dose activity, negative = inhibition, usual class: inhibitors; actives 2.1% (n = 270,000); further: on the % scale 0 is the no-effect control and ±100 the full control effect; nearly all actives have a fitted effect of over 55% in size
Target sequence (P10636 561-689 P618L limits assumed): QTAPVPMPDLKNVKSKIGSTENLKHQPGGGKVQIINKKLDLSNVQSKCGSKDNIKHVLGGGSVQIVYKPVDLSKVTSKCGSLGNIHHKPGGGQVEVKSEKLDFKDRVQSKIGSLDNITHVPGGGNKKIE
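Heparin-induced fibrillization of the P301L-mutant K18 repeat-domain fragment of human tau was followed by ThT binding in quantitative high-throughput format.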
SMN2 splice up: SMN2 splice variant enhancement | HEK293 SMN2-luciferase splicing reporter, luminescence, 30-36 h | Potency, µM (top dose mostly 46.1 µM), for inactives: at the top dose activity change, positive = activation, actives largely listed as activators | actives 2.8% (n = 210,000) | AID 1458; further: % of control where 0% means no effect; nearly all actives have a fitted effect of over 55% in size
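HEK293 cells carry an SMN2 minigene-luciferase reporter in which exon 7 inclusion puts luciferase in frame. Cells were seeded at 2000 cells/well, attached for 10-12 hours, then exposed to compounds for 30-36 hours at 37C before ONE-Glo luminescence.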
Starred values were filed as active, the others as inactive; ? = inconclusive; [ ] = remark or other dose. The call rests on the fitted dose curve; in most records, active means well fitted curve in the direction sought with a large enough effect; inconclusive means small, poorly fitted or top-dose-only effect, or another doubt; inactive means no such curve, though single readings can be large; an effect the other way counts as inactive or inconclusive. Potency means the concentration at half of the fitted maximal effect. This is a subset; count on the stated rates, not on these rows.

molecule	Tau ThT inhib	SMN2 splice up
COc1ccc(OC)c(NC(=O)Cn2cc(C(=O)c3cccs3)c3ccccc32)c1	-5.9%	-30.3%[inhibitor]
Clc1ccc(-c2nnn3c2nc(NC2CCCCC2)c2ccccc23)cc1	-8.7%	14.5%
COC(=O)c1ccccc1NC(=O)Cn1c(=O)n(CCCC(=O)NCc2ccccc2Cl)c(=O)c2ccccc21	1.2%	0.7%
Cn1c(=O)c(=O)n(C)c2cc(C(=O)NCc3ccccc3Cl)ccc21	-17.1%	-0.1%
COc1ccc(NC(=O)CCCN2C(=O)COc3ccc(C)cc32)cc1OC	-14.7%	4.9%
COc1ccc(Nc2oc(/C=C/c3cccc(OC)c3)nc2C#N)cc1	-16.8%	6.1%
CCc1ccc(Nc2nn3c(=O)c4cc5c(cc4nc3s2)OCO5)cc1	-22.3%	2.0%
CC(C)Oc1ccc(C(=O)N2CC(=O)Nc3ccc(F)cc3C2c2ccc(F)cc2)cc1 (stereo not drawn)	-13.8%	5.3%
Cc1ccc2c(c1)C(=O)C(=O)N2Cc1ccc(OCCC(C)C)cc1	-16.6%	14.3%
COc1cc(C2c3c(-c4cc(C)ccc4O)n[nH]c3C(=O)N2CCCO)ccc1OCCC(C)C (stereo not drawn)	-4.3%	1.9%
N#Cc1ccc(CSc2nnc(-c3ccc(Br)cc3)o2)cc1	4.1%	-13.5%
CCc1cccc(NC(=O)CCc2c(C)nc3c(-c4ccccc4)c(C)nn3c2C)c1	?	5.3%
Cc1cn(S(=O)(=O)c2ccc(F)c(Cl)c2)cn1	-2.0%	-2.3%
Cc1ccc(C)c(NC(=O)CSc2nnc(CNC(=O)c3ccccc3)n2-c2ccccc2)c1	3.2%	-13.3%
CCC1CCCCN1CCCNC(=O)c1c(O)nc2ccccn2c1=O (stereo not drawn)	-10.5%	-2.3%
CCn1cc(C(=O)NCc2ccccc2Cl)c(=O)c2cc(S(=O)(=O)N3CCc4ccccc4C3)ccc21	5.0%	13.0%
COc1ccc(OC)c(/C=C(/C#N)c2nc(-c3ccc(-c4ccccc4)cc3)cs2)c1	-11.7%	-0.7%
CCOC(=O)c1cc2c(=O)n3ccccc3nc2n(Cc2ccco2)c1=NC(=O)c1ccc(Br)cc1	3.1%	23.9%
COc1ccc(-c2cc(C(F)(F)F)n3nc(C)c(-c4ccccc4)c3n2)cc1OC	-10.4%	-8.0%
COc1ccc(-c2c(C#N)c(SCC(=O)Nc3ccc(C)c(C)c3)nc(C)c2C(=O)Nc2ccc(Cl)cc2)cc1	12.0%	-14.0%
COc1ccc(NC(=O)C(CC(C)C)NC(=O)C2CCCCC2)cc1 (stereo not drawn)	-5.3%	0.1%
Oc1ccccc1-c1nc(-c2cccs2)c(-c2cccs2)[nH]1	14.1µM*	-69.1%[inhibitor]
COc1ccc(CNC(=O)Cn2ncc3c(=O)oc4ccccc4c32)c(OC)c1	?	-1.8%
COc1ccc(C(=O)N2CCC(C(=O)Nc3ccc(OC)cc3OC)CC2)cc1	-14.8%	-4.8%
Cc1ccc(N(CC(=O)NCCSc2ccccc2)S(=O)(=O)c2ccc(F)cc2)cc1	-11.3%	-40.1%[inhibitor]
CCCCSc1nnc2c(n1)OC(c1ccc(C)s1)Nc1ccccc1-2 (stereo not drawn)	-16.3%	?
O=C(Nc1cccc(Cl)c1Cl)c1cc2nc(-c3ccc4c(c3)OCO4)cc(C(F)(F)F)n2n1	-9.0%	8.2%
COc1cccc(CNC(=O)c2ccc3c(Cl)c4c(nc3c2)CCCC4)c1	-15.1%	-13.9%
Cc1c2cnn(CC(=O)N3CCCCC3)c(=O)c2c(C)n1Cc1ccc(Cl)cc1	-2.6%	-11.9%
COc1ccccc1CNC(=O)CCn1c(=O)c2ccccc2n(CC(=O)Nc2ccc(C)cc2)c1=O	3.5%	4.3%
CC1CCCN(S(=O)(=O)c2ccc3c(c2)CCN3C(=O)CCC(=O)O)C1 (stereo not drawn)	-8.5%	-9.1%
COc1ccc(-c2noc(CCC(=O)NCc3ccc(OC)cc3OC)n2)cc1	-13.1%	-3.4%
Cc1ccc(NC(=O)Cn2c(=O)n(-c3ccc(C)cc3)c(=O)c3ccc(C(=O)NCc4ccccc4Cl)cc32)cc1	?	6.2%
Cc1c(C2=CCN(S(=O)(=O)c3ccc(Br)cc3)CC2)c2ccccc2n1CC(=O)N1CCCC1	-0.6%	-4.5%
CCOC(=O)c1c(NC(=O)c2cc(OCC)c(OCC)c(OCC)c2)sc2c1CCCCC2	?	-2.8%
COc1cccc(NC(=O)Cn2cc(C(=O)c3ccc(F)cc3)c(=O)c3cc(OC)ccc32)c1	-3.4%	-6.3%
COc1ccccc1N1CCN(C(=O)CCS(=O)(=O)c2cc(Br)cc3c2N(C(=O)C2CC2)CC3)CC1	-11.8%	0.7%
CCCCN(Cc1cc2cc(C)ccc2[nH]c1=O)C(=O)c1cccc(Cl)c1	-0.7%	0.7%
CC(C)c1ccc(C2N=C(N)Nc3nc4ccccc4n32)cc1 (stereo not drawn)	-9.0%	?
Cc1ccc(Cn2c(C(=O)Nc3cccc(Cl)c3)cc3sccc32)cc1	11.7%	-21.7%
CC(CCc1ccccc1)NC(=O)Cn1ncc2c3ccccc3n(Cc3ccc(F)cc3)c2c1=O (stereo not drawn)	-1.3%	0.5%
CCc1ccc2oc(C(=O)NCC(c3ccc(OC)cc3)N3CCCCC3)c(C)c2c1 (stereo not drawn)	?	-12.1%
CCOc1ccc(NC(=O)CN(c2ccc(Cl)cc2C)S(=O)(=O)c2ccccc2)cc1	-15.6%	-23.0%
COc1ccc(C(=O)NCCn2cc(SCC(=O)Nc3ccc(F)cc3)c3ccccc32)cc1	?	-25.7%
COc1ccc(-c2oc3ncn4nc(-c5cccc(C)c5)nc4c3c2-c2ccc(OC)cc2)cc1	0.8%	-0.4%
Cc1cccc(-c2nc3cc(NC(=O)c4ccc(OCC(C)C)cc4)ccc3o2)c1	?	5.7%
Cc1nc(N2C(=O)c3oc4ccccc4c(=O)c3C2c2ccccc2F)sc1C (stereo not drawn)	-8.2%	3.0%
CCCN1C(=O)c2[nH]nc(-c3ccccc3O)c2C1c1ccc(OCc2ccccc2)c(OC)c1 (stereo not drawn)	3.3%	-5.4%
CCOc1ccc(C2CC(=O)n3nc(-c4ccc(C)cc4)nc3S2)cc1OC (stereo not drawn)	-8.3%	-5.2%
CCCOc1ccc(-c2nonc2NC(=O)c2oc3ccc(Cl)cc3c2C)cc1OCCC	9.6%	3.7%
CCOc1ccc(CN2CCN(c3ncnc4sc5c(c34)CC(C)CC5)CC2)cc1 (stereo not drawn)	-13.4%	-4.5%
CN(C(=O)c1ccc2c(c1)N(Cc1ccccc1F)C(=O)c1ccccc1S2(=O)=O)C1CCCCC1	-12.8%	-6.7%
CCOC(=O)c1ccc(NC(=O)C2CC(=O)N(c3ccc(C(C)C)cc3)C2)cc1 (stereo not drawn)	3.1%	-2.2%
COc1cccc(Cn2nnc3c(=O)[nH]c(C4CCCN(C(=O)c5ccc(C)cc5)C4)nc32)c1 (stereo not drawn)	-10.9%	3.0%
COc1ccc(Cl)cc1NC(=O)Cn1ncc2c3ccccc3n(C)c2c1=O	5.6%	-4.5%
CCCN(C(=O)Cn1c(=O)oc2cc(Cl)ccc21)c1ccc(C(C)C)cc1	?	6.1%
CCOc1ccc2c(c1)c(=O)c(S(=O)(=O)c1ccc(C)cc1)cn2Cc1ccccc1Cl	3.3%	-9.2%
CCN1C(C(=O)c2ccccc2)=C(OC(=O)COc2ccc(OC)cc2)c2ccccc2S1(=O)=O	?	-27.6%
CCOc1ccc(NC(=O)Cn2c(=O)n(CCc3ccccc3)c(=O)c3c4c(sc32)CN(C(C)=O)CC4)cc1	-15.9%	2.4%
COc1ccc(NC(=O)c2c(-c3ccccc3)c(-c3ccccc3)nn(C)c2=O)c(OC)c1	-11.8%	1.3%

The list goes on:
molecule	Tau ThT inhib	SMN2 splice up
CCn1c(=O)c2cc(C(=O)NCCCOC)sc2c2ccccc21	-12.1%	2.7%
Cc1ccc(-c2noc(CSc3nnc(C)n3-c3ccc(F)cc3)n2)cc1	-5.9%	-5.6%
Cc1ccccc1-c1noc(CCC(=O)Nc2cccc(C)c2C)n1	-1.2%	-2.2%
Cc1cc(/C=C(\C#N)C(=O)Nc2ccccc2)c(C)n1-c1ccc(F)cc1	-6.7%	2.2%
COc1ccc(-n2nc(C(=O)NCc3ccc(F)cc3Cl)c3c4ccccc4n(C)c3c2=O)cc1Cl	11.0%	10.0%
COc1ccc(CNC(=O)c2nc(Cn3nc(C)c(Br)c3C)no2)cc1OC	-4.5%	-13.5%
COc1ccc(-c2nnc(C3CCN(S(=O)(=O)c4ccc(C)c(C)c4)CC3)o2)cc1	-7.3%	-5.9%
Cc1ccc(OCc2nc(-c3ccc(C(=O)NCCc4ccc(S(N)(=O)=O)cc4)cc3)oc2C)cc1	?	-12.1%
CCOc1ccc(-c2nonc2NC(=O)c2oc3ccc(Cl)cc3c2C)cc1	2.3%	-1.6%
CCOc1ccc2nc(N3CCCC(C(=O)Nc4ccc(Br)c(C)c4)C3)sc2c1 (stereo not drawn)	?	23.9%
CCCCN(CCCC)C(=O)c1cc2c(=O)n3ccccc3nc2s1	-16.4%	-1.7%
CC(C)(C)c1ccc(C(=O)N2CCC(c3nc(-c4ccc(S(=O)(=O)N5CCCC5)cc4)no3)CC2)cc1	0.8%	-5.5%
COc1ccc(/C=C\c2onc(C)c2S(=O)(=O)N2CCC(C(=O)Nc3cccc(Cl)c3)CC2)cc1	13.6%	-4.0%
COc1cc(Cn2c(=O)oc3ccc(C)cc32)ccc1OCCC(C)C	-9.7%	-35.8%[inhibitor]
Cc1cccc(CN2C(=O)c3ccccc3S(=O)(=O)c3ccc(C(=O)N(C)Cc4ccccc4)cc32)c1	-6.7%	-5.3%
CC(C)(C)c1ccc(S(=O)(=O)Nc2ccc(O)c(Sc3nc4ccccc4s3)c2)cc1	-17.4%	-8.8%
Cc1ccc(-n2c(SCc3nc(-c4ccccc4C)no3)nnc2-c2ccncc2)cc1C	?	?
Cc1cc(C)cc(NC(=O)CCc2c(C)nc3nc(CNC(=O)c4cccc(F)c4)nn3c2C)c1	-5.3%	-17.2%
COc1cc2nc(NCCc3ccc(Cl)cc3)n3nc(-c4ccccc4)nc3c2cc1OC	3.1%	-3.5%
